Wee1 degr inh – human Wee1 degradation inhibition, primary screen | P30291 | HeLa Luc-Wee1K328M stability, luciferase luminescence; 100% = proteasome inhibitor MG132 effect | reporter increase, % at 5 µM | 1.2% of 220,000 active | AID 1321;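 active means activation above the mean of all tested compounds plus 3 SD, set per screening run, cut at about 8.8% in these data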;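 further: cells exposed to compound for 20 h before luminescence read; 0% = DMSO alone and 100% = MG132 at 30 µM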
NPY2 pot ag – human NPY-Y2 potentiation or agonism, primary screen | cells expressing NPY-Y2, potentiator/agonist read-out | activation, % at 3.6 µM | 0.45% of 220,000 active; in the data active means activation above about 27%;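 further: cells stimulated with NPY near EC25 plus isoproterenol at EC100; 0% = vehicle plus submaximal agonist and 100% = vehicle plus saturating agonist; some results beyond the cut were filed as inactive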
Target sequence (P49146 whole entry, looked up): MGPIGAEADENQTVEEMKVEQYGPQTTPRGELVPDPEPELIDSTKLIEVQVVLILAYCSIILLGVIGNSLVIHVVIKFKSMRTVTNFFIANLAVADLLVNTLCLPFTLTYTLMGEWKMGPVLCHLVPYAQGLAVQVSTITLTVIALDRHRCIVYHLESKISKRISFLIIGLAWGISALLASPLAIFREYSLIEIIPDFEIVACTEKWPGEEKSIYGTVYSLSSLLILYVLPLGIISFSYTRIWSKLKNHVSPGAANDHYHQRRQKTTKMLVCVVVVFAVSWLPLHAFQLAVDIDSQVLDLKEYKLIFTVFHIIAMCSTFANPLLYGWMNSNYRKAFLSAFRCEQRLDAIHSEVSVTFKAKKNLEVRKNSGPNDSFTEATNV
BaF3 parental – counter-screen for JAK2V617F inhibitors: parental Ba/F3 viability inhibitors; CellTiter-Glo ATP luminescence; inhibition, % at 5.6 µM; 1.1% of 220,000 active;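 active means inhibition above a per-campaign cutoff, the mean inhibition of all tested compounds plus 3 SD, cut at about 27% in these data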;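 further: 0% = DMSO wells and 100% = JAK Inhibitor I control wells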
PERK inhibitor – human PERK inhibition, primary cell-based screen; Q9NZJ5; CHO PERK-DD fusion, SEAP luminescence translation reporter; inhibition, % at 5.6 µM; 0.17% of 220,000 active; AID 1416;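 active means inhibition above the mean inhibition of all tested compounds plus 3 SD, set separately per screening campaign, cut at about 2.9% in these data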;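 further: PERK kinase domain activated by AP20187 dimerizer at 100 nM; 0% = DMSO with dimerizer and 100% = rapamycin at 8.4 µM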
Ba/F3 V617F tox – lowers viability of Ba/F3 cells expressing EpoR and JAK2V617F. ATP luminescence. inhibition, % at 5.6 µM. 1.1% of 220,000 active. AID 1446;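 active means inhibition above the campaign mean plus 3 SD over all tested compounds, cut at about 24% in these data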;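 further: cytokine-independent growth of Ba/F3 cells driven by EpoR plus mutant JAK2; 0% = DMSO-treated cells and 100% = JAK inhibitor I control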
S1P4 ag – agonists of human S1P4 receptor; activation, % at 4.98 µM; O95977; S1P4-expressing cell line, agonist reporter assay; 0.35% of 220,000 active; AID 1509; in the data active means activation above about 11%;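 further: 0% = DMSO vehicle and 100% = reference agonist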
eIF4E 4G PPI – inhibitors of eIF4E and eIF4G interaction in translation initiation. P63073+Q04637. TR-FRET eIF4E-eIF4GI(517-606) binding, 2 h. inhibition, % at 21.7 µM. 0.37% of 220,000 active;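 active means inhibition above about 30%, limit read from the data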;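 further: 0% = full FRET control wells and 100% = background wells lacking eIF4GI fragment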
MDM2 E3 inh – inhibitors of human Mdm2 E3 ubiquitin ligase. 0.11% of 210,000 active. signal enhancement, % at 5 µM. Q00987. cell-based MDM2 ubiquitination luciferase reporter, 2 h; 0 = plate control, 100 = twice control, blank-subtracted. AID 1230;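 active means signal enhancement of 30% or more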;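 further: luminescence tracks abundance of the self-degrading MDM2-luciferase fusion protein; higher signal means inhibition of MDM2 E3 ligase activity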
Target sequence (Q00987 whole entry, looked up, the tested form may be a part): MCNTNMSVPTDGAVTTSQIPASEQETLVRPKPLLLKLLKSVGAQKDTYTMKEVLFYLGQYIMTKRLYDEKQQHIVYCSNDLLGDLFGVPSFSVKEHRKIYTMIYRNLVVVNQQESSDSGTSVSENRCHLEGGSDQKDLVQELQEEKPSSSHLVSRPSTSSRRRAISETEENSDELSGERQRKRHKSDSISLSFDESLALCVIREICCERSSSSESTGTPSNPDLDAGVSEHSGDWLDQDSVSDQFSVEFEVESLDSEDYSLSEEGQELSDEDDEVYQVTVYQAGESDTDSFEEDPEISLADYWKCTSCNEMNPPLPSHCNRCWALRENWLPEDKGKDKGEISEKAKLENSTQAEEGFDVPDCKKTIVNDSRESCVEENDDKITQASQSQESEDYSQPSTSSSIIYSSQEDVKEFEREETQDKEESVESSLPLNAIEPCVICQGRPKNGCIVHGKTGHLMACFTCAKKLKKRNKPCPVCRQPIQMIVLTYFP
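test system = mammalian cells stably expressing self-ubiquitinating, self-degrading MDM2 E3–luciferase fusion | quantity = 2000 cells/well | incubation = cell settling 4 h, compound treatment 2 h, both 37 °C | signal = luminescence with SteadyLite reagent, 15 min at room temperature | evaluation = % enhancement relative to plate controls after blank subtraction | benchmarks = plate controls and plate blanks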
S1P4 antagonist – antagonists of human S1P4 receptor | O95977 | S1P4-expressing cells, antagonist mode, reporter read-out | inhibition, % at 4.98 µM | 0.26% of 220,000 active; in the data active means inhibition above about 29%;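 further: 0% = wells stimulated with agonist and 100% = vehicle wells without agonist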
* = called active by the depositor; nt = no result given; [ ] = remark or other dose.

Start of the listing, in advance (two entries):
SMILES	Wee1 degr inh	NPY2 pot ag	BaF3 parental	PERK inhibitor	Ba/F3 V617F tox	S1P4 ag	eIF4E 4G PPI	MDM2 E3 inh	S1P4 antagonist
CCCOc1ccc(CSc2nc3ccccc3[nH]2)cc1	-2.2	21.5	44.5*	0.3	4.9	-0.4	2.4	-49.6	-23.5
CCC(CC)C(=O)Nc1cc(C(=O)OC)cc(C(=O)OC)c1	2.5	8.4	2.9	0.9	-1.6	-0.8	1.9	21.9	-17.5

The list itself, from the start:
SMILES	Wee1 degr inh	NPY2 pot ag	BaF3 parental	PERK inhibitor	Ba/F3 V617F tox	S1P4 ag	eIF4E 4G PPI	MDM2 E3 inh	S1P4 antagonist
CCCOc1ccc(CSc2nc3ccccc3[nH]2)cc1	-2.2	21.5	44.5*	0.3	4.9	-0.4	2.4	-49.6	-23.5
CCC(CC)C(=O)Nc1cc(C(=O)OC)cc(C(=O)OC)c1	2.5	8.4	2.9	0.9	-1.6	-0.8	1.9	21.9	-17.5
Cc1nc(C)n(CC(O)COc2ccc3ccccc3c2)n1 (centres undefined)	0.5	5.5	2.3	0.5	-4.5	1.9	-0.8	-11.4	3.2
O=C(Nc1ccc(F)cc1F)c1cccn1-c1ncc(C(F)(F)F)cc1Cl	-3.5	-8.2	0.7	-0.1	-2.4	-0.3	-0.5	-19.9	-11.3
COc1cc(C(=O)Nc2ccc(C)cn2)c([N+](=O)[O-])cc1OC	1.0	-2.6	4.7	0.3	2.2	-1.1	-0.7	-1.9	-6.8
COc1ccc(CCN2C(=O)CC(Cc3ccccc3)C2=O)cc1OC (centres undefined)	-0.1	3.5	1.8	-1.3	-2.9	1.0	-1.0	-10.0	-13.8
NC(=O)CN1C(=O)C(O)(CC(=O)/C=C\c2ccc3c(c2)OCO3)c2ccccc21 (centres undefined)	3.9	0.5	6.0	0.8	-1.0	0.3	1.2	24.9	4.8
Nc1nc(=S)[nH]c2c1C1(CCCC1)Cc1ccccc1-2	3.1	-5.7	6.3	0.5	5.6	-3.7	-8.2	-6.0	-3.7
CN(C)CCNC(=O)CNC(=S)N(CCCN1CCOCC1)Cc1cccs1	8.2	-5.1	3.3	-1.3	1.1	0.9	-0.4	-10.0	-33.2
O=C(CCN1C(=O)/C(=C/c2ccc3c(c2)OCO3)SC1=S)Nc1ccccc1	-1.8	0.4	5.4	-0.4	4.6	-0.4	-0.4	-8.8	4.8
CC(CCCCC(=O)Nc1ccc(C(F)(F)F)cc1)NCCc1cnc[nH]1 (centres undefined)	1.3	-5.0	2.7	0.9	-2.8	1.7	2.1	nt	3.9
CCCCC(=O)Nc1cccc(C(=O)Nc2ccccc2C(=O)O)c1	1.1	1.0	2.0	0.5	-0.2	2.3	-2.0	-19.5	-6.0
COc1ccc(Cl)cc1N/C(N)=N/c1nc(C)cc(C)n1	0.8	-13.1	2.4	-1.3	4.9	1.9	-1.1	-13.7	-5.5
Cc1ccc2c(c1)N(CC(=O)N1CCCCCC1)C(=O)CO2	-1.5	1.1	1.5	-0.2	-1.0	1.4	2.6	-8.8	14.0
Cc1cc(C)nc(/N=C2\NC(=O)CC(C(=O)O)N2c2ccc(F)c(Cl)c2)n1 (centres undefined)	-1.3	5.4	-0.8	0.7	-4.1	1.9	3.0	-0.3	-22.6
CCCCCCN1C(=O)C(O)=C(C(C)=O)C1c1ccc(Cl)cc1 (centres undefined)	-1.0	5.3	0.4	0.8	-2.0	1.1	6.3	-12.9	-3.1
Brc1cccc2sc(N3CCCC3)nc12	-1.9	7.3	5.7	1.1	1.3	-1.2	-3.9	-8.9	1.1
CCOC(=O)CSc1nc2cc(C)cc(C)c2cc1C#N	-0.3	3.2	2.9	0.2	1.6	1.4	0.9	-16.4	0.9
NC(=O)c1c(NC(=O)Cn2cc([N+](=O)[O-])cn2)sc2c1CCCC2	-2.0	-2.5	2.1	-0.9	3.4	-0.5	1.1	-12.2	9.2
c1ccc(Oc2ccc(-c3ccnc4nc(N5CCOCC5)nn34)cc2)cc1	9.3*	-9.2	3.5	-0.6	3.6	1.6	3.9	-16.3	-1.9
CN(C)c1cccc(NC(=O)CCc2ccccc2)c1	-0.4	10.5	0.3	-0.7	-2.5	0.5	1.2	7.2	4.5
Cc1c(C(c2ccccc2O)c2c(C)n(C)n(-c3ccccc3)c2=O)c(=O)n(-c2ccccc2)n1C	-4.6	-1.3	7.1	-0.1	-0.5	1.3	6.3	0.1	5.5
c1ccc2c(CNn3cnnc3)cccc2c1	3.1	-11.3	4.7	1.2	2.8	-1.1	3.0	-0.6	-37.6
COCC(=O)NCc1nc2ccccc2[nH]1	2.3	4.5	1.4	0.2	-3.9	0.3	-6.5	-17.2	-16.6
CCOC(=O)c1cc2occc2n1CC(=O)N1CCN(C(=O)c2ccco2)CC1	1.2	12.4	-0.2	0.4	-3.5	-1.1	4.4	-9.3	-0.7
Next part:
SMILES	Wee1 degr inh	NPY2 pot ag	BaF3 parental	PERK inhibitor	Ba/F3 V617F tox	S1P4 ag	eIF4E 4G PPI	MDM2 E3 inh	S1P4 antagonist
Cc1ccc(C(=O)NN2C(=O)C3C4C=CC([C@@H]3C2=O)C42CC2)cc1 (some centres undefined)	-3.5	0.1	5.2	1.3	-1.4	2.0	-4.0	-4.2	-3.6
CCOCc1cc(=O)[nH]c(SC)n1	0.6	-6.7	-3.9	1.0	-5.6	-0.6	-1.5	nt	-6.1
COc1cccc(CNC(=O)CSc2ccc(-c3ccncc3)nn2)c1	-0.7	5.5	7.4	0.4	4.1	-1.4	-4.2	-8.5	3.4
COc1cccc(OCc2nnc(SCC(=O)N3c4ccccc4Sc4ccc(Cl)cc43)o2)c1	-2.4	-0.8	4.0	-0.4	-0.4	1.1	-1.7	0.4	-7.6
O=[N+]([O-])c1c(C(Cl)Cl)nn(-c2ccccc2)c1N1CCOCC1	-3.8	10.7	-0.8	0.4	-5.4	1.0	2.8	6.3	-12.8
COc1ccc(-n2c(C)cc(C(=O)COC(=O)Cc3n[nH]c(=O)c4ccccc34)c2C)cc1	-3.8	-6.3	2.8	-0.2	-1.6	5.2	-0.1[fluorescence artefact?]	-2.5	4.4
CC(C)OC(=O)C(C#N)c1nc2ccccc2nc1N1CCCC1 (centres undefined)	1.1	-16.5	0.3	-0.2	-1.7	-0.7	-7.2	-13.4	-15.7
COC(=O)c1ccccc1NC(=O)c1cncc(Br)c1	1.8	-22.5	7.9	1.2	2.4	1.4	-3.7	2.8	3.0
O=C(NCc1cccnc1)c1ccccc1[N+](=O)[O-]	1.6	0.1	2.6	1.5	-1.2	-0.1	-1.1	-9.4	-10.8
NC(=O)CCCCC(=O)OCCCc1cccs1	-4.1	-11.2	4.3	0.3	0.6	-0.3	-3.2	-9.0	-15.1
CCC(C#CCN1CCCCC1)(CC)OCCC#N	5.7	1.2	3.9	1.4	-2.3	-0.2	-5.6	-3.9	-1.4
CC(C)=C1C2CCC1C(C(=O)Nc1sc(C)c(-c3ccc(C(C)C)cc3)c1C(N)=O)C2C(=O)O (centres undefined)	7.2	2.9	2.2	-0.5	-0.2	0.7	16.7[fluorescence artefact?]	21.3	-26.7
COc1ccc(-n2nnc3c(=O)n(Cc4cccc(C)c4)cnc32)cc1	-3.0	-13.1	6.5	0.8	-0.3	1.3	-20.3	nt	0.3
O=C(CN1CCN(c2ccccn2)CC1)Nc1cccc(C(F)(F)F)c1	5.2	9.5	2.2	0.5	-2.0	-0.6	-6.1	-12.6	-4.3
Cc1cc(C(=O)Nc2cccc(O)c2)c(C)o1	-0.8	-18.4	6.9	0.4	4.4	0.8	1.1	-8.1	2.1
O=C(NCc1ccco1)c1cccc(NS(=O)(=O)c2cccc(F)c2)c1	-2.3	13.3	5.0	1.2	-0.7	1.2	2.9	-3.4	-18.1
CCOC(=O)Cn1c(=O)c2c(nc(N3CCCCC3)n2Cc2ccccc2)n(C)c1=O	-1.6	13.7	5.7	-0.7	3.2	2.2	0.5	-8.0	-0.4
COc1ccc(C2C(C(=O)Nc3ccccc3)=C(C)Nc3nc(CCCO)nn32)cc1 (centres undefined)	-0.8	3.0	1.7	2.1	0.8	-1.4	-6.0	-7.4	-2.3
O=C(NCCc1ccc(Cl)cc1)c1ncn[nH]1	3.0	-18.2	2.1	1.2	-1.4	2.7	-1.5[fluorescence artefact?]	8.9	-2.0
Cc1cc(C)c(NC(=O)C2C3/C=C\CCCCC32)c(C)c1 (centres undefined)	1.0	-19.8	4.9	1.2	0.4	0.4	-2.1	-23.6	-8.4
COc1ccc2c(c1)c(=O)cc(-c1ccccc1)n2C	11.0*	-7.1	6.9	-0.2	4.4	1.6	0.5	-11.4	-8.0

12 of the compounds above, with two lines to a compound:
Values in the order: Wee1 degr inh | NPY2 pot ag | BaF3 parental | PERK inhibitor | Ba/F3 V617F tox | S1P4 ag | eIF4E 4G PPI | MDM2 E3 inh | S1P4 antagonist
Cc1ccc(C(=O)NN2C(=O)C3C4C=CC([C@@H]3C2=O)C42CC2)cc1 (some centres undefined)
→ -3.5 | 0.1 | 5.2 | 1.3 | -1.4 | 2.0 | -4.0 | -4.2 | -3.6
CCOCc1cc(=O)[nH]c(SC)n1
→ 0.6 | -6.7 | -3.9 | 1.0 | -5.6 | -0.6 | -1.5 | nt | -6.1
COc1cccc(CNC(=O)CSc2ccc(-c3ccncc3)nn2)c1
→ -0.7 | 5.5 | 7.4 | 0.4 | 4.1 | -1.4 | -4.2 | -8.5 | 3.4
COc1cccc(OCc2nnc(SCC(=O)N3c4ccccc4Sc4ccc(Cl)cc43)o2)c1
→ -2.4 | -0.8 | 4.0 | -0.4 | -0.4 | 1.1 | -1.7 | 0.4 | -7.6
O=[N+]([O-])c1c(C(Cl)Cl)nn(-c2ccccc2)c1N1CCOCC1
→ -3.8 | 10.7 | -0.8 | 0.4 | -5.4 | 1.0 | 2.8 | 6.3 | -12.8
COc1ccc(-n2c(C)cc(C(=O)COC(=O)Cc3n[nH]c(=O)c4ccccc34)c2C)cc1
→ -3.8 | -6.3 | 2.8 | -0.2 | -1.6 | 5.2 | -0.1[fluorescence artefact?] | -2.5 | 4.4
CC(C)OC(=O)C(C#N)c1nc2ccccc2nc1N1CCCC1 (centres undefined)
→ 1.1 | -16.5 | 0.3 | -0.2 | -1.7 | -0.7 | -7.2 | -13.4 | -15.7
COC(=O)c1ccccc1NC(=O)c1cncc(Br)c1
→ 1.8 | -22.5 | 7.9 | 1.2 | 2.4 | 1.4 | -3.7 | 2.8 | 3.0
O=C(NCc1cccnc1)c1ccccc1[N+](=O)[O-]
→ 1.6 | 0.1 | 2.6 | 1.5 | -1.2 | -0.1 | -1.1 | -9.4 | -10.8
NC(=O)CCCCC(=O)OCCCc1cccs1
→ -4.1 | -11.2 | 4.3 | 0.3 | 0.6 | -0.3 | -3.2 | -9.0 | -15.1
CCC(C#CCN1CCCCC1)(CC)OCCC#N
→ 5.7 | 1.2 | 3.9 | 1.4 | -2.3 | -0.2 | -5.6 | -3.9 | -1.4
CC(C)=C1C2CCC1C(C(=O)Nc1sc(C)c(-c3ccc(C(C)C)cc3)c1C(N)=O)C2C(=O)O (centres undefined)
→ 7.2 | 2.9 | 2.2 | -0.5 | -0.2 | 0.7 | 16.7[fluorescence artefact?] | 21.3 | -26.7

Screening results: PubChem, several laboratories

No enrichment for hits, and some 4.1% of all compounds hit somewhere here.
